High-throughput results: PubChem, several laboratories
MrgX1 antag: blocks BAM8-22 activation of human MrgX1 receptor; MRGX1-HEK293 calcium flux, Fluo-4, BAM8-22 antagonism; stronger effect = lower value; 310,000 compounds, 1.3% hits; Q96LB2; B-score at 10 µM; AID 588676;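 active = calcium-response B-score plate-corrected more than 3 library SD below zero, starting fluorescence within 5 deviations, no agonist response on first addition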;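 also: peak minus trough fluorescence over baseline after final BAM8-22 challenge near maximal dose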
Target sequence (Q96LB2 whole entry, looked up): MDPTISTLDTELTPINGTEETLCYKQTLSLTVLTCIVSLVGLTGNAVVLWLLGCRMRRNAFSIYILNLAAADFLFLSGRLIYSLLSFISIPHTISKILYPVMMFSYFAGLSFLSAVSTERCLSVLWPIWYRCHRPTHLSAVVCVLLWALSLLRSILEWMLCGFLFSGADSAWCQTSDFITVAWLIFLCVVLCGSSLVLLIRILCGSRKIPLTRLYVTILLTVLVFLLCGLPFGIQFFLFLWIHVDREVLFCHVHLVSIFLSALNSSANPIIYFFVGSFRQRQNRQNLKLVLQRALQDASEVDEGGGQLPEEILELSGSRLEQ
SKKanGAS inh: inhibitors of SKKanGAS S. pyogenes growth in kanamycin (SK-promoter or general growth effect); BacTiter-Glo, 6 h; inhibition, % at 7.5 µM; 300,000 compounds, 1.3% hits;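 active = mean replicate score, as percent of positive control median, at least 50; inconclusive = mean below 50 but one replicate at or above 50; inactive = mean and every replicate below 50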;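 also: strain carries kanamycin resistance gene driven by streptokinase promoter and grows in 40 µg/ml kanamycin; loss of luminescence reflects streptokinase promoter inhibition or plain growth inhibition; 0% = median of DMSO wells and 100% = positive control at its reference dose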
TRPC6 act: activators of mouse TRPC6 channel. 310,000 compounds, 0.13% hits. Q61143. B-score at 10 µM. AID 2550. HEK293-TRPC6 membrane potential dye fluorescence; stronger effect = higher value;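 active = B-score of the integrated fluorescence ratio above library mean plus 3 SD, and starting fluorescence ratio within library mean plus 5 SD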;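 also: higher score means more depolarization so channel activation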
RGS4 pot: RGS4 potentiation or activation; HEK293 M3R/inducible RGS4, carbachol calcium flux Fluo4; stronger effect = lower value; B-score at 10 µM; 310,000 compounds, 0.92% hits; AID 463111;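 active = B-score of the integrated calcium signal more than 4 SD below the library mean, with starting fluorescence not abnormally high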;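 also: negative B-score means reduced calcium response which marks RGS4 activation or potentiation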
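test system = HEK293 cells with stable M3R and inducible RGS4 | schedule = recording 10 s baseline at 1 Hz, 100 s post-agonist | technique = Fluo4-AM (2 µM) calcium-flux fluorescence, kinetic read | measure = Agonist-evoked peak-minus-minimum fluorescence over baseline, integrated ratio, B score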
MrgX1 allo act: human MrgX1 positive allosteric modulation, primary screen; MrgX1-HEK293, Fluo-4 calcium flux, FDSS; stronger effect = higher value; Q96LB2; B-score at 10 µM; 310,000 compounds, 0.63% hits;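 active = plate-corrected calcium response at least 3 library SD above typical, normal starting fluorescence, not activating the receptor alone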;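 also: compound read alongside a low EC10 to EC30 dose of BAM8-22 agonist; peak minus trough fluorescence over baseline measured at the second addition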
Platelet DG rel: modulates dense granule release in human platelets | human platelet-rich plasma, SFLLRN dense granule ATP release, luminescence | inhibition, %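 (compounds screened at 7.5 µM in platelet-rich plasma)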 | 300,000 compounds, 0.22% hits | AID 1663;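 active = mean replicate score, as percent of positive control, at or above 50; inconclusive = mean below 50 but at least one replicate at or above 50; inactive = mean and every replicate below 50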
HIF act: HIF pathway transcriptional activation; U2OS HRE-luciferase reporter, luminescence; normalized: DMSO 0%, desferrioxamine 100%; activation, % at 7.5 µM (by protocol); 300,000 compounds, 0.32% hits;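 active = mean activation of at least 10% of the iron chelator positive control signal, with at least half of replicates also reaching 10%; inconclusive = mean and replicate majority disagree about reaching 10%; inactive = mean and most replicates under 10%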
TRPC4 inh: inhibitors of mouse TRPC4 channel. Q9QUQ5. HEK293 TRPC4beta/mu-opioid, DAMGO-evoked Fluo4 calcium flux; stronger effect = lower value. B-score at 10 µM. 300,000 compounds, 0.39% hits;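 active = B-score over 3 SD under the library average, no early fluorescence shift, positive overall ratio signal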
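Assay system: HEK293 cells with stable TRPC4beta plus mu-opioid receptor expression. Dosing: single dose. Measured by: Fluo4 Ca2+ flux fluorescence. Also added: DAMGO in two steps, submaximal then maximal. Read-out: B score from integrated Fluo4 fluorescence ratio.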
MrgX1 agonist: agonists of human MrgX1 receptor | Q96LB2 | MrgX1-HEK293 cells, Fluo-4 calcium fluorescence, agonist mode; stronger effect = higher value | B-score at 10 µM | 310,000 compounds, 0.44% hits;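 active = calcium response B-score plate-corrected fluorescence ratio at least 3 library SD, with starting fluorescence B-score inside 5 SD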
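System: HEK293 cells stably expressing human MrgX1 receptor; Dosing: test compound in the initial addition of three; Schedule: overnight plating, then 30 min 37 °C plus 30 min room-temperature dye loading; Detection: kinetic calcium dye fluorescence, Fluo-4 NW; Controls: per-plate positive and negative controls for Z′ factor.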
TRPC6 inh: inhibitors of mouse TRPC6 channel. Q61143. HEK293-TRPC6, membrane potential dye, ACh-evoked depolarization; stronger effect = lower value. B-score at 10 µM. 310,000 compounds, 1.1% hits. AID 2553;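 active = B-score under library mean minus 3 SD, initial fluorescence not abnormally high, positive integrated signal ratio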;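 also: B-score derived from integrated fluorescence ratio over the kinetic read; more negative B-score means stronger inhibition of depolarization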
RGS4 inh: inhibitors of human RGS4. HEK293 M3R/RGS4 inducible, Fluo-4 calcium flux; stronger effect = higher value; triggered by carbachol at its EC20. B-score at 10 µM. 310,000 compounds, 0.45% hits;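 active = B-score, a plate-corrected calcium signal, over three deviations above library mean, with baseline fluorescence within five deviations of library mean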;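 also: RGS4 expression induced by doxycycline in cells with stable M3 receptor; B-score is computed from the integrated fluorescence ratio over baseline after carbachol; higher B-score means a larger calcium signal and so more RGS4 inhibition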
Target sequence (P49798 whole entry, looked up): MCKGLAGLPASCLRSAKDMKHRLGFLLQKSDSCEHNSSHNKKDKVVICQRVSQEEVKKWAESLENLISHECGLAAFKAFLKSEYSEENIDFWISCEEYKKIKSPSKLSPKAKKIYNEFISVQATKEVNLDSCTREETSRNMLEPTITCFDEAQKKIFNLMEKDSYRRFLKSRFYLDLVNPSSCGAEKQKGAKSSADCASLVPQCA
* marks the source's active call; other numbers are inactive results; i = inactive; ? = inconclusive; · = no result given.

SMILES	MrgX1 antag	SKKanGAS inh	TRPC6 act	RGS4 pot	MrgX1 allo act	Platelet DG rel	HIF act	TRPC4 inh	MrgX1 agonist	TRPC6 inh	RGS4 inh
Cc1nnc(C)n1/N=C/c1ccccn1	i	-6	i	i	i	-4	0.0	i	i	i	i
NNc1cc(C(=O)O)ccc1Cl	i	-11	i	i	i	4	-0.1	i	i	i	i
[O-][n+]1c2ccccc2[n+]([O-])c2cc(O)ccc21	i	?	i	i	i	19	-0.6	i	i	i	i
CCN(C(=O)COC(=O)c1cccc(NS(=O)(=O)c2ccc(F)c(F)c2)c1)C1CCS(=O)(=O)C1 (centres undefined)	i	-2	i	i	i	-30	-28	i	i	i	i
CC1(C)Oc2ccc3ccc(=O)oc3c2C(/C=N/O)C1=O (centres undefined)	i	5	i	i	i	1	-0.1	i	i	i	i
O=C(O)C1CCCCC1C(=O)NCCCN1CCCC1=O (centres undefined)	i	0	i	i	i	7	-0.8	i	i	i	i
Cc1sc(C(=O)NCc2cccnc2)c2nc(C)n(CC(=O)NCc3cccnc3)c(=O)c12	i	6	i	i	i	-1	-0.1	i	i	i	i
NC(=O)c1sc2nc(N3CCCCC3)c3c(c2c1N)CCCC3	i	12	i	i	i	-4	-0.3	i	i	i	i
O=C(NC(CO)(CO)CO)c1coc(=O)c(Br)c1	i	-3	i	i	i	-5	0.8	i	i	i	i
COc1ccc(CCNC(=O)CSc2ccc(NC(C)=O)cc2)cc1OC	i	-2	i	i	i	-14	0.4	i	i	i	i
N#Cc1cccnc1Nc1cccc(Cl)c1	i	-5	i	i	i	-12	0.3	i	i	i	i
Cc1ccc(S(=O)(=O)NCc2cccnc2)cc1C(=O)N1CCCC1	i	-11	i	i	i	0	0.4	i	i	i	i
COc1ccc(OC)c(NC(=O)CN(c2ccc(C(C)C)cc2)S(=O)(=O)c2c(C)noc2C)c1	i	8	i	i	i	7	·	i	i	i	i
Cc1ccc(OCCCCn2cnc3ccccc32)cc1	i	20	i	i	i	1	1.2	i	i	i	i
COc1cccc(Nc2cc(C)nc3ccccc23)c1	i	-2	i	i	i	-3	-0.1	i	i	i	i
CC1CCCN(CCOCCOc2ccc(Cl)cc2Br)C1 (centres undefined)	i	-3	i	i	i	3	-0.1	i	i	i	i
COc1ccc(CN(C)CC2CCCN(CCc3ccc(F)cc3)C2)c(OC)c1OC (centres undefined)	i	1	i	i	i	-3	0.4	i	i	i	i
CCOc1ccccc1Oc1c(C)oc2c(CN3CCN(CCO)CC3)c(O)ccc2c1=O	i	-1	i	i	i	17	0.6	·	i	i	i
CCN1CCN(c2nc3sc4c(c3c3ncnn23)CC(C)CC4)CC1 (centres undefined)	i	11	i	i	i	3	1.5	i	i	i	i
COc1ccc(-c2[nH]ncc2C=O)cc1OC	i	-3	i	i	i	-3	0.5	i	i	i	i
COc1ccccc1NC(=O)CCSc1ccc(C)cc1	i	-1	i	i	i	-2	0.1	i	i	i	i
CN1CCN(CCCNC(=O)c2ccc3c(c2)N(Cc2ccccc2)CCS3)CC1	i	2	i	i	i	-7	-0.2	i	i	-7.9*	i
COc1ccc(-c2[nH]ncc2CN2CCN(Cc3cccs3)CC2)cc1F	i	5	i	i	i	0	·	i	i	i	i
COc1nc(NCCO)nc(Nc2ccccc2F)n1	i	-7	i	i	i	8	2.2	i	i	i	i
COc1ccc(CC(=O)Nc2cccc(C(=O)O)c2C)cc1	i	-6	i	i	i	9	·	i	i	i	i
COC(=O)c1cccc(C(=O)N2CCCC(Nc3ccc(C)c(C)c3)C2)c1 (centres undefined)	i	2	i	i	i	-29	-0.1	i	i	i	i
COc1ccc(-n2c(SCC(=O)Nc3ccc([N+](=O)[O-])cc3OC)nc3ccccc32)cc1	i	5	i	i	i	-1	-0.3	i	i	i	i
COc1ccc(C(C(=O)NC2CCCCC2)N(Cc2ccco2)C(=O)CNC(=O)c2ccco2)cc1 (centres undefined)	i	22	i	i	i	-4	0.6	i	i	i	i
c1csc(CSc2nc3ccccc3s2)c1	i	15	i	i	i	0	2.3	i	i	i	i
CC(C)c1ccc(C2c3[nH]c4ccccc4c3C[C@H]3C(=O)N(c4ccccc4C(=O)N4CCC(C(=O)O)CC4)C(=O)N23)cc1 (some centres undefined)	i	28	i	i	i	4	-0.4	i	i	i	i
COc1cccc(OC)c1C(=O)NC(=S)NCc1ccccc1	i	-13	i	i	i	1	-0.4	i	i	i	i
COC(=O)C1C(=O)C2=C(CC1C)NC(=O)CC2c1ccc(F)cc1 (centres undefined)	i	4	i	i	i	3	-0.7	i	i	i	i
Cc1ccc(S(=O)(=O)CCc2nnc(NC(=O)c3ccccn3)s2)cc1	i	0	i	i	i	9	1.0	i	i	i	i
CCOC(=O)c1cn(Cc2ccc(Cl)cc2Cl)c2cc(C)nn2c1=O	i	2	i	i	i	-1	-0.3	i	i	i	i
Cc1cc(S(=O)(=O)N2CCOCC2)c(C)s1	i	1	i	i	i	15	-0.3	i	i	i	i
Cc1cc(C(=O)OCC(=O)NC(C)(C)C)c2ccccc2n1	i	-5	i	i	i	-3	-0.4	i	i	i	i
O=C(NCc1ccc2c(c1)OCO2)C1CCC(CNc2c(N3CCCC3)c(=O)c2=O)CC1 (centres undefined)	i	-2	i	i	i	30	-0.5	i	i	i	i
Clc1cc(NCc2ccccc2)ncn1	i	4	i	i	i	-1	-0.8	i	i	i	i
COc1ccccc1N1C(=O)N(CC(=O)C(C)(C)C)c2ccccc2S1(=O)=O	i	-1	i	i	i	3	-40	i	i	i	i
CN(CC(=O)Nc1c(Cl)cccc1Cl)C(=O)c1cccc(S(=O)(=O)NCc2ccccc2)c1	i	-3	i	i	i	19	-0.3	i	i	i	i
O=C(Nc1ccc(O)cc1)/C(=C\C=C\c1ccccc1)NC(=O)c1ccccc1	i	15	i	i	i	-9	0.3	i	i	-5.6*	i
COC(=O)c1ccccc1NC(=O)c1cnn2c(C(F)F)cc(C3CC3)nc12	i	5	i	i	i	-7	-0.3	i	i	i	i
CCN(CC)c1ccc2c(c1)OC(N)=C(C#N)C2c1cccnc1 (centres undefined)	i	4	i	i	i	-7	2.4	i	i	i	i
C=CCNC(=O)c1ccc(-c2nc(-c3ccc(Cl)c(Cl)c3)cs2)cc1	i	8	i	i	i	-14	-0.2	i	i	i	i
CCCC1(c2ccccc2)NC(=O)N(CC(=O)Nc2cc(C)ccc2OC)C1=O (centres undefined)	i	0	i	i	i	9	0.4	i	i	i	i
O=C(Nc1cccc(Br)c1)c1ccc2nc(N3C(=O)CCC3=O)sc2c1	i	36	i	i	i	3	0.7	i	i	i	i
Cc1ccc(C)c(N2CCN(CCCNC(=O)CCC(=O)N3CCOc4ccc(Cl)cc43)CC2)c1	i	8	i	i	i	11	-0.3	i	i	i	i
COc1ccc(C2NC(=O)CS2)cc1OC (centres undefined)	i	-1	i	i	i	-10	0.0	i	i	i	i
Cc1cc(C)n(CC(O)COc2ccc(Cl)cc2Cl)n1 (centres undefined)	i	-5	i	i	i	6	1.1	i	i	i	i
CC(C)=C1C2CCC1C1C(=O)N(CCc3ccccc3)C(=O)C21 (centres undefined)	i	-3	i	i	i	19	-0.8	i	i	i	i

Next entries follow.
SMILES	MrgX1 antag	SKKanGAS inh	TRPC6 act	RGS4 pot	MrgX1 allo act	Platelet DG rel	HIF act	TRPC4 inh	MrgX1 agonist	TRPC6 inh	RGS4 inh
CCCCn1c(N)c(N(CCC(C)C)C(=O)c2cccc(N3C(=O)c4ccccc4C3=O)c2)c(=O)[nH]c1=O	i	0	i	i	i	·	1.3	i	i	i	i
O=C(COC(=O)c1sc2ccccc2c1Cl)Nc1ncc(Cl)cc1Cl	i	0	i	i	i	2	-0.5	i	i	i	i
Cc1cc(Cl)ccc1OCc1n[nH]c(=S)n1C1CCCCC1	i	37	i	i	i	2	0.2	i	i	i	i
CN(O)/C=C1\C(=O)Nc2ccccc21	i	2	i	i	i	0	-0.1	i	i	i	i
Cc1ccc(Nc2nc(Nc3ccc(C)cc3)nc(SC3=NCCS3)n2)cc1	i	11	i	i	i	1	0.6	i	i	i	i
CCOC(=O)CSc1cc(CS(C)(=O)=O)nc(-c2ccccn2)n1	i	-6	i	i	i	-2	0.2	i	i	i	i
O=C(O)CC(NC(=O)C1CCCCC1)c1cc([N+](=O)[O-])ccc1Cl (centres undefined)	i	10	i	i	i	3	0.2	i	i	i	i
NC(=O)c1c(NC(=O)c2cc3ccccc3o2)sc2c1CCC2	i	16	i	i	i	5	-0.6	i	i	i	i
C=CCNC(=S)NNC(=O)c1ccc(OC(C)C)cc1	i	5	i	i	i	1	0.0	i	i	i	i
CC(=O)c1ccc(N(C(=O)c2csnn2)C(C(=O)NC(C)(C)C)c2cccs2)cc1 (centres undefined)	i	7	i	i	i	-3	35*	i	i	i	i
CS(=O)(=O)N(CCc1ccccc1)CC(=O)Nc1ccc(OCc2ccccc2)cc1	i	-5	i	i	i	-11	-0.3	i	i	i	i
CCCN(CCC)C(=O)c1ccc2c(=O)n(Cc3ccco3)c(=S)[nH]c2c1	i	13	i	i	i	-3	-0.2	i	i	i	i
O=S(=O)(NCC1CCCO1)c1ccccc1F (centres undefined)	i	-4	i	i	i	-8	0.2	i	i	i	i
Cc1ccc(CCNC(=O)CCNS(=O)(=O)c2ccc3c(c2)oc(=O)n3C)cc1	i	-27	i	i	i	4	-0.5	i	i	i	i
O=C(C1CCCN(S(=O)(=O)c2ccccc2)C1)N1CCCc2ccccc21 (centres undefined)	i	0	i	i	i	-2	-0.2	i	i	i	i
Cc1cc(NC(=O)Cn2nc(C(F)(F)F)c3c2CCC3)n(-c2ccccc2)n1	i	0	i	i	i	-3	0.4	i	i	i	i
